CAL PDZ FP-1: inhibitors of human CAL PDZ peptide binding; purified CAL PDZ, TMR-peptide fluorescence polarization, 1 h; inhibition, % at 20 µM; 330,000 tested, 0.02% active; AID 504414;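 active = highest replicate inhibition of at least 40%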;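 note: plate controls were DMSO neutral control wells for no effect and unlabeled competitor peptide control wells for full effect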
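Test system: purified CerCALP PDZ construct; Compound dosing: one concentration, 20 µM compound; Also added: TMR-labelled reporter peptide T*-PRC34 bound in PDZ groove; Read-out: inhibition from polarization loss; Controls: unlabelled peptide and DMSO controls; Signal: FP readout, S and P plane fluorescence; Incubation: 1 h at RT.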
Arr AP2 block: human beta-arrestin and AP2 interaction inhibition; FITC-arrestin peptide / GST-AP2 beads, flow cytometry; AP2 beta2 appendage carries R879A mutation; inhibition, % at 10 µM; 340,000 tested, 0.31% active; AID 504490;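 active = inhibition above a set limit, near 3 SD of compounds lacking own fluorescence, cut at about 54% in these data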;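 note: plate controls were DMSO wells for no effect and 5 µM unlabelled arrestin peptide for full effect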
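Material – GST-tagged AP2 beta2-adaptin appendage (R879A) on 4 µm glutathione beads · Probe or stimulus – fluorescein-tagged arrestin peptide at 50 nM final · Timing – 12 min plus 1 h, RT · Detection – bead flow cytometry, FITC channel · Read-out basis – inhibition as reduced fluorescein signal on beads, percent · Medium – PBS plus Tween 20 (0.05%) and BSA (0.1%)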
LANA DNA inh: inhibitors of KSHV LANA C-terminal domain DNA binding | MBP-C-LANA/FAM-LBS DNA binding, fluorescence polarization | inhibition, % at 9 µM | 340,000 tested, 0.078% active;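 active = highest replicate inhibition at or above 60% at 9 µM, even if other replicates fall short; inactive = all replicates below 60% inhibition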;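 note: 0% = neutral control wells and 100% = 4 µM acridine orange control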
Pemphigus Ab inh: blocks pemphigus antibody binding to human desmoglein-3; P32926; DSG3-coupled beads, scFv-anti-DSG3-GFP binding, flow cytometry; stronger effect = lower value; binding (percent of control), % at 10 µM; 310,000 tested, 0.48% active; AID 588358;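 active = binding more than 3 SD below its plate's average and above zero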;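 note: hits lower antibody fragment binding to DSG3; some compounds called inactive have numbers as strong as hits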
Target sequence (P32926 whole entry, looked up, the tested form may be a part): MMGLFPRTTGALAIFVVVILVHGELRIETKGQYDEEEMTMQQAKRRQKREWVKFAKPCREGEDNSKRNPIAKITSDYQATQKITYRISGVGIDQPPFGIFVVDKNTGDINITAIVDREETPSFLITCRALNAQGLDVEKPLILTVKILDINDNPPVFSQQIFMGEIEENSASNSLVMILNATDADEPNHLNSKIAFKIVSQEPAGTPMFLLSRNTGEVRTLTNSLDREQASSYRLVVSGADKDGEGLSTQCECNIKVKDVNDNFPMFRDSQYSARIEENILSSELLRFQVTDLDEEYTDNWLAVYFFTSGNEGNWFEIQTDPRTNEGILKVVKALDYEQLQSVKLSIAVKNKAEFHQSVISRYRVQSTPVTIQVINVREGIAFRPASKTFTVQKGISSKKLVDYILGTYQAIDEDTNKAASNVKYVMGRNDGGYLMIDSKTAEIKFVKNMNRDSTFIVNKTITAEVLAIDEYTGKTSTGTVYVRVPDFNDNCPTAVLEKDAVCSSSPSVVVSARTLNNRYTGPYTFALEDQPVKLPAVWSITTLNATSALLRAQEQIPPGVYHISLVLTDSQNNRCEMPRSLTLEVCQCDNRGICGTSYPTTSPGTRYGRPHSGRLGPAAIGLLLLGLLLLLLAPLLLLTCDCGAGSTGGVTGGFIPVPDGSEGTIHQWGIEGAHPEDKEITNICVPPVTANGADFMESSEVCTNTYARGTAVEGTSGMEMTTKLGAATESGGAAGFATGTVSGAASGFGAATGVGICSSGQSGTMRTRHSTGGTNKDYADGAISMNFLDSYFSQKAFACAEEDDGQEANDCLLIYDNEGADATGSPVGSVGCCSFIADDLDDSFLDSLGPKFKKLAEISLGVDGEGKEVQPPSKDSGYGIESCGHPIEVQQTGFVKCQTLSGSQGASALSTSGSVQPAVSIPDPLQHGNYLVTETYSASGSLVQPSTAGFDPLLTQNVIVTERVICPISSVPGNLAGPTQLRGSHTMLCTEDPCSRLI
RTF Ca sens inh: cardiac RTF calcium desensitization; P19429+P45379; IANBD-labeled cardiac RTF, Ca2+ fluorescence; inhibition, % at 7.15 µM; 340,000 tested, 0.12% active;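 active = inhibition above the mean inhibition of all tested compounds plus 3 SD, cut at about 17% in these data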;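 note: assay run at fixed EC70 calcium of 1.6 mM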
V-ATPase pHluor: yeast V-ATPase proton transport regulation by pHLuorin; S. cerevisiae, pHLuorin cytosolic pH fluorescence; response, % at 10 µM; 350,000 tested, 0.37% active; AID 504577; in the data active = response mostly above about 7.3%, no sharp cut-off; inactive = mostly below about 5.4%; note: actives read high; inactives centre near 0; some compounds called inactive have numbers as strong as hits
NSD2 HMT inh: inhibitors of human histone methyltransferase NSD2. NSD2 peptide methylation, AlphaScreen, 120 min. inhibition, % at 12.5 µM. 310,000 tested, 0.54% active. AID 743445; in the data active = inhibition above about 50%
Keap1 Nrf2 FP: inhibitors of human Keap1-Nrf2 protein-protein interaction | Keap1 Kelch-Nrf2 peptide fluorescence polarization, 1536-well | Q14145 | 340,000 tested, 0.15% active | inhibition, % at 9.4 µM; in the data active = inhibition above about 12%;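 note: human Keap1 Kelch domain with fluorescein labeled Nrf2 9mer peptide probe; 0% = neutral control wells and 100% = peptide positive control; higher means more block of Keap1 binding to Nrf2 peptide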
DAGLB inh: diacylglycerol lipase beta (human) inhibition; Q8NCG7; HEK293T DAGLB membrane lysate, EnzChek fluorogenic substrate; inhibition, % at 5.17 µM; 340,000 tested, 0.059% active; in the data active = inhibition above about 34%;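 note: 0% = enzyme with vehicle and 100% = wells lacking enzyme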
CAL PDZ FP-2: inhibitors of human CAL PDZ peptide binding. purified CAL PDZ, TMR-peptide fluorescence polarization, 1 h. inhibition, % at 24.9 µM. 300,000 tested, 0.92% active. AID 602252;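 active = mean inhibition of at least 30% with at least half of replicates also reaching 30%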;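 note: 0% = DMSO neutral control and 100% = excess unlabeled competitor peptide PRC23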
Numbers without * were called inactive; / = no result given.

Structure	CAL PDZ FP-1	Arr AP2 block	LANA DNA inh	Pemphigus Ab inh	RTF Ca sens inh	V-ATPase pHluor	NSD2 HMT inh	Keap1 Nrf2 FP	DAGLB inh	CAL PDZ FP-2
COc1cc(C(=O)N2CCN(C(=O)c3cc(-c4ccc(Br)cc4)n[nH]3)CC2)cc(OC)c1OC	-2.2	-1	1.2	102	0	0	0	-4	2	/
Clc1ccc(/C=N/Nc2nc(Cl)nc3ccccc23)cc1	-1.9	3	0.3	/	-8	1	4	-4	-2	-3
COC(=O)c1c(NC(=O)c2c(-c3ccccc3Cl)noc2C)sc2c1CCC2	-0.5	9	1.9	/	-5	-6	-2	-4	-14	0
O=C(Cc1ccc(Nc2nc3ccc(Br)cc3[nH]2)cc1)NCCc1cccs1	0.4	15	-0.9	105	3	4	/	5	0	-1
COC(=O)c1ccccc1N=Nc1c(N)n[nH]c1N	0.9	11	-1.8	/	3	0	7	1	6	5
O=C(COC(=O)[C@@H]1CC(O)CN1S(=O)(=O)c1ccc2c(c1)OCCO2)NCc1ccc(F)cc1 (some centres not stated)	-0.5	-20	-0.9	98	-4	2	-1	0	-4	/
COc1ccc(C(=O)OC(C)C(=O)NC(C)CCc2ccccc2)cc1[N+](=O)[O-] (configuration not stated)	0.1	31	-0.3	100	-1	-4	-1	0	0	-1
COc1ccccc1N1CCN(C(=O)CCCCCn2c(=O)[nH]c3ccsc3c2=O)CC1	-0.7	21	-0.8	92	-20	-2	4	-4	5	-3
CC(=O)c1cc2c(ccc3ccccc32)oc1=O	-1.0	-3	0.7	101	0	-1	-4	1	-3	5
CCOc1ccc(C(=O)NCCC(=O)N2CCC3(CC2)NCCc2[nH]cnc23)cc1OCC	-1.7	-10	0.4	/	0	-2	3	1	2	-4
COc1cc(/C=C(\C#N)c2nc3ccccc3s2)cc([N+](=O)[O-])c1O	/	-1	-1.3	75	2	1	5	2	19	-4
Cc1ccc(C(C(=O)NC2CCCCC2)N(CC2CCCO2)C(=O)CNC(=O)c2ccco2)cc1 (configuration not stated)	-0.8	-2	-2.3	/	-6	-1	8	1	0	-1
O=C(c1ccco1)N1CCN(Cc2nnnn2CC2CCCO2)CC1 (configuration not stated)	-0.8	8	0.3	99	-7	-1	-1	-5	0	1
CC(=O)N1CCc2cc(Br)cc(S(=O)(=O)NCCCN3CCCC(C)C3)c21 (configuration not stated)	-0.3	-3	-0.4	100	-5	-3	2	-2	0	-2
Nc1cc(OCc2ccccc2)ccc1OCc1ccccc1	-0.4	-1	-2.0	104	-2	2	3	0	-6	1
Cc1cccc(NC(=O)C2C3C=CC(O3)C2C(=O)O)c1C (configuration not stated)	-25	17	-1.0	101	-14	4	-1	-5	-1	-2
CN1CCN(C(=O)c2cc3ccccc3oc2=O)CC1	-2.4	13	0.1	103	6	5	-45	-7	-1	-3
C#CCOCCOCCOCCNc1nc(N2CCN(C(=O)C([C@@H](C)O)n3cc([C@@H](N)CCCCN)nn3)CC2)nc(N2CCN(C(=O)[C@H](CC(N)=O)n3cc([C@@H](N)C(C)C)nn3)CC2)n1 (some centres not stated)	0.5	-4	1.7	101	3	2	/	2	-2	-1
Cc1ccc(N(C)S(=O)(=O)c2cccc(C(=O)NCCCN3CCCC3=O)c2)cc1	0.2	-3	-0.2	104	4	0	-1	-3	2	-5
CCn1c(CN2CCOCC2)nnc1SCC(=O)Nc1ccccc1Cl	-0.1	16	20	97	2	-1	-7	0	-1	8
Cc1ccc(S(=O)(=O)Nc2ccc(-c3nc4ccc(C)cc4s3)cc2)cc1	-1.3	13	1.3	100	-16	-2	0	1	-3	0
OCCN(CCO)c1ccc(C(c2ccc(Cl)cc2)c2ccc(N(CCO)CCO)cc2Cl)c(Cl)c1	-3.2	4	-1.4	87	-10	-1	13	-4	3	-2
Cc1ccc(NC(=O)CN(C)C(=O)c2cccc(S(=O)(=O)N3CCc4ccccc43)c2)cc1	-0.9	-14	1.2	101	-4	-9	-2	-1	-1	-3
Cc1cc(N2CCN(c3ccccc3Cl)CC2)n2cc(-c3ccccc3)nc2n1	-1.6	1	0.0	97	-1	1	-4	0	2	0
CCC(C(=O)NC1CCCCCC1)n1nc(C)n2c(cc3occc32)c1=O (configuration not stated)	-2.6	-12	0.3	100	0	3	2	-4	1	-5

Laid out differently: entries from further up
Every second line gives: CAL PDZ FP-1 | Arr AP2 block | LANA DNA inh | Pemphigus Ab inh | RTF Ca sens inh | V-ATPase pHluor | NSD2 HMT inh | Keap1 Nrf2 FP | DAGLB inh | CAL PDZ FP-2
- COc1cc(C(=O)N2CCN(C(=O)c3cc(-c4ccc(Br)cc4)n[nH]3)CC2)cc(OC)c1OC
 : -2.2 | -1 | 1.2 | 102 | 0 | 0 | 0 | -4 | 2 | /
- Clc1ccc(/C=N/Nc2nc(Cl)nc3ccccc23)cc1
 : -1.9 | 3 | 0.3 | / | -8 | 1 | 4 | -4 | -2 | -3
- COC(=O)c1c(NC(=O)c2c(-c3ccccc3Cl)noc2C)sc2c1CCC2
 : -0.5 | 9 | 1.9 | / | -5 | -6 | -2 | -4 | -14 | 0
- O=C(Cc1ccc(Nc2nc3ccc(Br)cc3[nH]2)cc1)NCCc1cccs1
 : 0.4 | 15 | -0.9 | 105 | 3 | 4 | / | 5 | 0 | -1

Next part.
Structure	CAL PDZ FP-1	Arr AP2 block	LANA DNA inh	Pemphigus Ab inh	RTF Ca sens inh	V-ATPase pHluor	NSD2 HMT inh	Keap1 Nrf2 FP	DAGLB inh	CAL PDZ FP-2
CCOc1nnc(C)c2c(C)n(-c3cccc(Cl)c3)nc12	0.0	-2	0.2	261	-34	-3	0	-7	-5	-7
Cc1ccc(-n2[nH]c3c4c(ccc3c2=O)C(=O)c2ccccc2C4=O)cc1	-0.7	-13	0.2	96	-2	-2	3	3	3	-4
COc1ccc(S(=O)(=O)N2CCN(CC3CC=CCC3)CC2)cc1 (configuration not stated)	-2.8	14	-0.5	96	12	-5	-3	3	-11	1
O=S(=O)(CCc1ccncc1)c1ccc(Cl)cc1	-3.5	8	0.6	105	3	-4	7	0	1	-3
CCN(C(=O)C1CCCCC1)c1nnc(-c2cccnc2)s1	-3.8	3	14	97	0	-2	/	-2	2	0
N#CC1C(=O)NC(=O)CC12CCCCC2 (configuration not stated)	-3.1	-17	0.3	94	7	-2	-2	-2	0	80*
Cc1cnc(C(=O)OCC(=O)Nc2ccc3c(c2)OCCO3)cn1	-0.6	5	-0.8	/	-11	1	-1	-4	1	4
O=C(CSc1nnc(-c2cccc(S(=O)(=O)N3CCCCC3)c2)o1)c1ccc[nH]1	-2.9	-6	-1.4	91	-2	-2	3	0	-4	/
CCOC(=O)c1cc2c(ccn2C)n1CC(=O)N1CCC(Cc2ccccc2)CC1	1.2	4	0.3	115	-22	-4	6	-6	-16	1
O=C(CSc1nnc(-c2cccnc2)n1Cc1ccco1)Nc1nc(-c2ccc(F)cc2)cs1	-1.7	-5	0.9	90	-5	5	-2	0	1	-6
O=C(O)CSc1nc2ccc(Cl)cc2[nH]1	0.5	12	0.8	112	0	-5	3	2	-4	/
Cc1ccc(C(=O)Nc2sc3c(c2C#N)CCCCC3)cc1C	-0.1	8	1.2	103	-17	-3	-1	1	-14	-2
CC(=O)c1cccc(NC(=O)CNC(=O)Cc2ccccc2)c1	0.5	-1	-1.4	96	-6	3	/	-2	-1	0
COc1cnn(-c2ccc(C)cc2)c(=O)c1Br	-0.3	-3	3.3	101	4	-1	4	-2	2	-4
CCCCCCCC[n+]1cccc(C(=O)N(CC)CC)c1	-2.0	6	0.7	103	1	0	0	-6	2	-3
CC(=O)N(c1ccc(C(F)(F)F)cc1)S(=O)(=O)c1ccc(N2C(=O)CCC2=O)cc1	-0.4	-1	-1.0	121	3	0	2	-1	-2	-4
C[C@H](/C=C/[C@@]1(O)[C@H](C)C[C@H](O)CC1(C)C)O[C@@H]1O[C@H](CO)[C@@H](O)[C@H](O)[C@H]1O	-0.2	23	2.1	104	3	-3	/	-4	-3	-2
COc1cc(C(=O)NCCC(=O)N2CCC3(CC2)NCCc2[nH]cnc23)cc(OC)c1OC	-2.0	26	-1.0	105	-9	6	1	-2	1	-3
COCCOC(=O)c1c(C)oc2ccc(OCc3ccccc3)cc12	-1.9	13	0.7	88	0	-4	-4	-5	-17	-6
CCn1c(CCc2nc3ccccc3[nH]2)n[nH]c1=S	-2.2	-4	0.6	98	5	-3	-1	4	0	-3
CC1(c2ccccc2)CC(C)(C)n2c(O)c(C3=NC(=S)NC3=O)c3cccc1c32 (configuration not stated)	-0.9	-4	-2.3	97	7	-1	9	-3	10	2
Cn1c(SCCOc2ccccc2Cl)nnc1-c1ccncc1	-2.6	-7	-0.4	97	3	-1	-3	-1	-1	-4
Cc1ccc(C(=O)N2CC(=O)Nc3ccc(F)cc3C2c2ccccc2)cc1[N+](=O)[O-] (configuration not stated)	-2.1	/	-1.6	100	4	-2	3	1	3	-1
COc1ccc(N(C(=O)CNC(=O)c2cccs2)C(C(=O)NC2CCCC2)c2ccncc2)cc1 (configuration not stated)	-1.2	4	0.9	97	-18	3	-2	2	0	-6
Cc1nc2ccccn2c1C(=O)Nc1ccc2c(c1)OCCO2	-0.1	-10	0.7	/	-7	2	-1	-4	1	-1
Cc1ccc(OC(C)C(=O)N2CCc3ccccc32)c([N+](=O)[O-])n1 (configuration not stated)	/	/	/	102	/	-3	0	/	-6	/
COc1ccc(OCC(=O)Nn2c(-c3ccc(C)cc3)nc3ccccc3c2=O)cc1	-0.7	2	1.4	104	-6	-4	0	-5	-2	4
CC(C)c1ccc2c(c1)C1(NN=C(c3ccccc3)S1)C(=O)N2 (configuration not stated)	-0.3	/	2.5	90	9	-2	21	-3	21	-1
CN1CCN(C(=O)C2=C[C@H](C(C)(C)C)C[C@H](OCCCCO)O2)CC1	-0.1	-4	-2.6	106	4	-4	/	3	1	-4
COc1ccc(-c2csc(NC(C)c3nc4cc(C(=O)NCCCO)ccc4n3Cc3ccc(C)cc3)n2)cc1 (configuration not stated)	-0.7	4	-2.4	106	0	-2	/	0	4	2
COc1cc2c(cc1OC)C(c1cccs1)N(C(=S)NC(C)C)CC2 (configuration not stated)	-0.4	16	-0.4	106	2	0	-1	0	-2	-6
CC1CCc2sc(C(=O)OCC(=O)NC(C)C)cc2C1 (configuration not stated)	-0.4	14	1.5	102	5	-3	-1	3	1	10
CCc1c(O)nc(SCC(=O)Nc2ccc(C)cc2)n(C2CCCCC2)c1=O	-2.5	5	-2.1	113	-9	-3	0	-11	3	-3

Only part of the results is shown; count on the stated rates, not on these rows.
